G9a block = inhibitors of human histone lysine methyltransferase G9a; G9a H3K9 monomethylation, AlphaScreen, 2 h; Q96KQ7; 350,000 compounds, 8.8% hits; Potency, µM (top dose mostly 102 µM), for inactives: at the top dose activity, negative = inhibition, most hits filed as inhibitors; also: % is scaled to controls: 0 for no effect and ±100 for the full control effect; nearly all actives have a fitted effect of over 75% in size
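G9a (20 nM) preincubated 15 min RT with compounds, then 500 nM biotinylated H3K9 peptide and 20 uM SAM added; 2 h RT reaction. Monomethyl-H3K9 product detected by AlphaScreen with anti-H3K9me1 antibody, streptavidin donor and anti-rabbit IgG acceptor beads.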
GLS inh = blocks human kidney-isoform glutaminase activity | O94925 | GLS enzymatic activity, qHTS titration | Potency, µM (titrated, usually from 45.5 µM), for the others: at the highest dose activity change, negative = inhibition, hits mostly inhibitors | 410,000 compounds, 0.21% hits | AID 624170; also: % is scaled to controls: 0 for no effect and ±100 for the full control effect
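Compounds were pin-transferred onto hKGA, after which L-glutamine (1 mM solution) and a detection mix of glutamate oxidase, HRP and Amplex Red were added. Initial and 30 min RT fluorescence reads were collected.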
Pol iota inh = DNA polymerase iota (human) inhibition. Potency, µM (highest dose often 115 µM), without a hit: at the highest dose activity, negative = inhibition, most hits filed as inhibitors. 390,000 compounds, 1% hits. Pol iota fluorescent replication assay, 10 min. Q9UNA4
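Pol iota at 10 nM preincubated 15 min with compounds at room temperature; reaction started with fluorescent substrate, 50 nM final. Fluorescence read kinetically at 0 and 10 min; buffer-only wells as negative control.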
BLM inh = Bloom syndrome helicase (human) inhibition. Potency, µM (top dose mostly 56.1 µM), for the others: top-dose activity change, negative = inhibition, actives largely listed as inhibitors. 350,000 compounds, 0.2% hits. recombinant BLM DNA unwinding, fluorescence dequenching. AID 2528;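 also: plate controls were vehicle for no effect and no enzyme for full effect; nearly all actives have a fitted effect of over 35% in size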
Target sequence (P54132 whole entry, looked up): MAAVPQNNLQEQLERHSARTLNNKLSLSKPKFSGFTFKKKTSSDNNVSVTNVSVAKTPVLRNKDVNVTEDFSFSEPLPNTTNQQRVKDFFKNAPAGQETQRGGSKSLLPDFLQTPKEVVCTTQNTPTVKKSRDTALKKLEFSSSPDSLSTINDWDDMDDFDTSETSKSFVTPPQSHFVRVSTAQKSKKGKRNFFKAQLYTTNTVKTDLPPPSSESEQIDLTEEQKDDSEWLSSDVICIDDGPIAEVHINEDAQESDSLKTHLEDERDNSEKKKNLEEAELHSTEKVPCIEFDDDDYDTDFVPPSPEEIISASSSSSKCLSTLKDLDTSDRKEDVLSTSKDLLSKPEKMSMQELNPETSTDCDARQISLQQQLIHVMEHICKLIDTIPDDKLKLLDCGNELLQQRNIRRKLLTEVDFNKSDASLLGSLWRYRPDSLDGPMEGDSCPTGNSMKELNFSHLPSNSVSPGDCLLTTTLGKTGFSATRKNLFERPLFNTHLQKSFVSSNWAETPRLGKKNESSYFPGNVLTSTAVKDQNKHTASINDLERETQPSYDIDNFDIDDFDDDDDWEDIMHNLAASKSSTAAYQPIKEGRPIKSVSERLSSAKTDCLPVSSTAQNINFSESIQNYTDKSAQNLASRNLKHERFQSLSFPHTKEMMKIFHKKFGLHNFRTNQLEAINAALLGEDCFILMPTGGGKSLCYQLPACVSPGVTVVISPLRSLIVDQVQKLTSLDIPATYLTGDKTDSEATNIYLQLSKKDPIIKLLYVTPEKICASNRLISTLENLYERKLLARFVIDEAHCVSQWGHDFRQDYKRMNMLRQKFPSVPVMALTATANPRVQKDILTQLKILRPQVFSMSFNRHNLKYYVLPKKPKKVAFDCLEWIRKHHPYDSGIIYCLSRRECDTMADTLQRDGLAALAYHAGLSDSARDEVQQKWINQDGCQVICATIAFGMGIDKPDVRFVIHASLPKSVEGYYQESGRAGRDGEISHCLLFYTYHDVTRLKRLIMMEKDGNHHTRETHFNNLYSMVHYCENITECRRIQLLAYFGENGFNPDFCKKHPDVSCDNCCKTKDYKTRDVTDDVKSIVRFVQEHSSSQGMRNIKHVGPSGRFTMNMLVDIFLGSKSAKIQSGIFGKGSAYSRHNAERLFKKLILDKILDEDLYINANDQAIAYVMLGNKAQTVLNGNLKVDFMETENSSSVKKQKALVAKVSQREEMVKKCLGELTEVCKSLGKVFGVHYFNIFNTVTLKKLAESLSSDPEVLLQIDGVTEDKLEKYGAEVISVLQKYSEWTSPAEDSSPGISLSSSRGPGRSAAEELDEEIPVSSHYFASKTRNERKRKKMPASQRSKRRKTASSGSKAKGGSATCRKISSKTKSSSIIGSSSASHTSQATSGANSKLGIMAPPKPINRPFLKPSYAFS
HP1b binding inh = HP1-beta chromodomain-methylated histone interaction inhibition | P83916 | AlphaScreen HP1-beta / biotin-H3K9me3 peptide binding | Potency, µM (doses to about 114 µM), for inactives: at the highest dose activity change, negative = inhibition, most hits filed as inhibitors | 390,000 compounds, 0.56% hits; also: nearly all actives have a fitted effect of over 70% in size; inactives centre near 23
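AlphaScreen: HP1-beta (50 nM) preformed 30 min with biotin-H3(1-18)K9me3 peptide (50 nM) in PBS pH 7.4, 0.01% Tween-20. Compound added for 30 min at RT, then streptavidin donor/nickel chelate acceptor beads (10 ug/mL) for 30 min.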
Pin1 inh = human Pin1 inhibition | Q13526 | Pin1 FP peptide displacement, HiFluor488, 10 min | Potency, µM (series often up to 115 µM), without a hit: at the top dose activity, negative = inhibition, usual class: inhibitors | 390,000 compounds, 0.009% hits; active = well fitted inhibition curve with a large enough effect in the polarisation, with a control signal flat, not every such curve was filed as active; inconclusive = small, poorly fitted or top-dose-only effect, or effect the other way, or a change in a side signal; inactive = no such curve, though single readings can be large or run the other way; the % refers to the polarisation; also: % is scaled to controls: 0 for no effect and ±100 for the full control effect
Tb PGK inh = inhibitors of T. brucei phosphoglycerate kinase. PGK/GAPDH coupled, Kinase-Glo luminescence, 60 min. Potency, µM (series often up to 57.5 µM), for the others: at the highest dose activity change, negative = inhibition, actives largely listed as inhibitors. 380,000 compounds, 0.043% hits. AID 602233; also: % is scaled to controls: 0 for no effect and ±100 for the full control effect; nearly all actives have a fitted effect of over 60% in size
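Recombinant glycosomal PGK reaction used 1,3-bisphosphoglycerate generated in-well by GAPDH (100nM final) in 100mM TEA pH 7.6, 5mM MgCl2, 0.01% Tween-20. After 60 minutes at room temperature, ATP was read by Kinase-Glo Plus luminescence end-point.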
JMJD2A Tudor = JMJD2A Tudor domain (human) inhibition; 390,000 compounds, 4.4% hits; O75164; AlphaScreen JMJD2A-Tudor / H3K4me3 peptide binding; Potency, µM (titrated, usually from 114 µM), for inactives: at the highest dose activity change, negative = inhibition, actives largely listed as inhibitors; also: % is scaled to controls: 0 for no effect and ±100 for the full control effect; nearly all actives have a fitted effect of over 50% in size
BAZ2B inh = inhibitors of human BAZ2B bromodomain; Potency, µM (highest dose often 114 µM), for inactives: top-dose activity change, negative = inhibition, actives largely listed as inhibitors; AlphaScreen BAZ2B-H3K14Ac peptide displacement; 360,000 compounds, 4.4% hits; also: % is scaled to controls: 0 for no effect and ±100 for the full control effect; nearly all actives have a fitted effect of over 60% in size
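AlphaScreen luminescence quantifies BAZ2B engagement of H3K14Ac peptide; the protein and biotinylated peptide are both at 50 nM final, buffer PBS pH 7.4 with 0.01% Tween-20, all steps at room temperature.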
The depositor's hits bear a star; i = inactive; ? = inconclusive; nt = no result given; & = joins results of further samples; [ ] = remark or other dose. Unless noted, calls follow the shape of the dose curve; as a rule, active = well fitted curve in the direction sought with a large enough effect; inconclusive = small, poorly fitted or top-dose-only effect, or another doubt; inactive = no such curve, though single readings can be large; an effect the other way counts as inactive or inconclusive. Potency is read from the fitted curve at half-maximal effect. The list is partial, so the mix of outcomes need not match the whole.

Every second line gives: G9a block, GLS inh, Pol iota inh, BLM inh, HP1b binding inh, Pin1 inh, Tb PGK inh, JMJD2A Tudor, BAZ2B inh
> CC(C)(c1ccc(O)c([N+](=O)[O-])c1)c1ccc(O)c([N+](=O)[O-])c1
    nt, 11%, -14%, nt, ?, -7%, -9%, 56µM*, nt
> COc1ccccc1C1CC(=O)Oc2ccc(C(C)(C)C)cc21 (configuration not stated)
    64%[activator], -10%, ?, -15%[75.6 µM], 70%[activator], 2%, -5%, 21%, nt
> O=C(Nc1ccccc1Sc1ccccc1)C1CCCO1 (configuration not stated)
    -6%, 14%, -14%, -4%, 44%[activator], 4%, i[11.5 µM], 14%, 24%
> O=C(COc1ccccc1F)NC1CC1
    -3%[12.7 µM], -4%, -13%, -4%, 23%, -8%, -8%, -1%, -1%
> CCS(=O)(=O)N1CCC(C(=O)Oc2ccccc2Br)CC1
    17%, 11%, 97%[activator], 0%, 13%, -2%, -10%, -3%, 0%
> CCN(CC(=O)NCc1cccs1)C(=O)c1ccc(S(=O)(=O)Nc2ccccc2C)cc1
    -42%, 9%, -5%, nt, 15%, -15%, -2%, -19%, 10%
> CC(C)(C)C(=O)/C(=C/c1ccc(Cl)cc1)n1cncn1
    -9%, 2%, -30%, -6%, 35%[activator], -1%, nt, 0%, 4%
> COCCCNc1nc2c(c(=O)n(Cc3ccc(Cl)cc3)c(=O)n2C)n1C
    4%, ?, 40%[activator], -3%, 34%, 1%, -4%, -31%, ?
> CCCn1c(SCC(=O)NCc2ccccc2Cl)n[nH]c1=O
    2%, 1%, -6%, -9%, 37%, 2%, -2%, -3%, -2%
> O=c1c2cc3c(cc2n(Cc2ccc(Cl)cc2)c(=O)n1Cc1nc(-c2ccccc2)no1)OCO3
    -55%[59 µM], -2%, 89µM*, 0%, 27%, -4%, 9%, -18%, -24%
> CC1(C)Cc2c(c(-c3ccccc3)nc3[nH][nH]c(=O)c23)CO1
    -42%[59 µM], 11%, 15%, -1%, 34%, 1%, 7%, -16%, -1%
> O=C(Cc1ccc(-n2c(=O)[nH]c3ccsc3c2=O)cc1)N1CCN(c2ccc(Cl)cc2)CC1
    ?, -17%, 170%[activator], 0%, 23%, 11%, i, -8%, ?
> COc1ccc(S(=O)(=O)Cc2ccc(C(=O)NCc3ccccc3OC)o2)cc1
    21%, 0%, -21%, -2%, 24%[57 µM], 9%, 5%, -18%, -11%
> Cc1nc(C)c(C(=O)N2CCCC(C(=O)c3cc(F)ccc3F)C2)s1 (configuration not stated)
    nt, 0%, 28%, -2%, 29%, 0%, 3%, -12%, 4%
> O/N=C1\CCCCc2ccccc21
    8%[59 µM], 36%[activator], 6%, 5%, 8%, -1%, -6%, -10%, -4%
> O=C(Cn1c(C(=O)O)cc2ccccc21)c1ccccc1
    20%[0.501 µM], -11%, -10%, 6%, 26%, -13%, -8%, -7%, 7%
> CCCCOc1ccccc1N
    nt, 6%, -9%, 0%, 19%, 0%, -7%, -10%, -2%
> CC1CCC2(CC1)NC(=O)N(CC(=O)Nc1ccc(F)cc1)C2=O (configuration not stated)
    19%[59 µM], -4%, 28%, nt, 65%[activator], -8%, -2%, -18%, 8%
> O=C(NCCc1ccc(F)cc1)C(=O)NCC1CCCN1S(=O)(=O)c1ccccc1 (configuration not stated)
    -21%, 3%, 57%[activator], nt, 13%, 2%, 8%, -6%, 10%
> NS(=O)(=O)c1cccc(NC(=O)Cn2nc(C(=O)O)c3ccccc3c2=O)c1
    14%, -2%, -14%, 0%, 21%, 2%, -3%, -4%, -1%
> CCc1nn2c(=O)cc(CSCC(=O)Nc3ccccc3F)nc2s1
    nt, -2%, -3%, -3%, 55%[activator], 0%, -2%, -8%, -5%
> O=C(c1ccccc1)c1ccc2nc(Nc3ccccc3Cl)c3nncn3c2c1
    -5%[59 µM], -7%, 13%, -8%, 33%, -2%, -8%, -16%, 1%
> CC(C)(C)OC(=O)C[C@@H]1C/C=C\C[C@H](CC(=O)N(CCO)Cc2ccccc2)C(=O)NC[C@@H](c2ccccc2)OC1=O
    nt, 2%, -8%, nt, 16%, 7%, 2%, -16%, nt
> C=C1CCN([C@H](C(=O)OCc2ccc(C)cc2)C(C)C)S(=O)(=O)c2ccccc21
    20%[12.7 µM], -1%, 10%, -12%, 84%[activator], -3%, i, 16%, 11%
> COc1cc(CNC(=O)C2CC2)ccc1OCc1ccccc1
    25%, 4%, 26%, 0%, 14%, -9%, -8%, -18%, -15%
> O=C(/C=C/c1ccco1)Nc1nc(-c2ccc(F)c(F)c2)cs1
    nt, -8%, 2%, -14%, 16%, 14%, 0%, -5%, -4%
> N#CC(=C1SC=CS1)c1nc(-c2ccccc2)cs1
    ?, 9%, 37%[activator], -2%, 13%, 9%, 0%, ?, -27%
> Cc1ccc(N2C(=O)c3ccccc3C2Nc2ccccc2F)nc1 (configuration not stated)
    50µM*, -3%, 14%, -4%, 59%[activator], -1%, -10%, -9%, -1%
> COc1ccc(C(=O)N2N=C(c3cccc(NS(C)(=O)=O)c3)CC2c2cccs2)cc1 (configuration not stated)
    -16%, 0%, -20%, -4%, 19%, 7%, -1%, -32%, 0%
> CN(C)c1ccc(/C=C2\Oc3ccc(C#Cc4cccc(N)c4)cc3C2=O)cc1
    nt, 4%, ?, nt, 46%[activator], ?, -7%, -1%, nt
> COc1cc(NC(=O)CN2CCCN(S(=O)(=O)c3ccc(F)cc3)CC2)cc(OC)c1
    14%[59 µM], 2%, 2%, -4%, 26%, -2%, i, -21%, -25%
> CC(C)(C)c1ccc(C(=O)NN2CCOCC2)cc1
    nt, -9%, 35%[activator], -4%, 34%[activator], -7%, 0%, 0%, -5%
> Cc1ccccc1-c1nnc(CN2CCC(C)CC2)o1
    -13%, 1%, 9%, -2%, 24%, -2%, 2%, -7%, -16%
> COc1ccc(NC(=O)CN(C)C(=O)c2ccc(COc3ccccc3)o2)cc1
    9%, 12%, 23%, nt, 5%, -1%, 6%, -13%, 12%
> CCOC(=O)c1sc(-c2cccs2)nc1C
    155%[activator], -6%, 35%[activator], -7%, 169%[activator], 8%, i, 103%[activator], 96%[activator]
> CC(CC(=O)N1CCN(c2ccccc2F)CC1)c1ccccc1 (configuration not stated)
    ?, 13%, 10%, 7%, 23%, -1%, 3%, -20%, 3%
> CCn1c(SCC(=O)NCc2ccco2)nc2c1c(=O)n(C)c(=O)n2C
    -1%[59 µM], 3%, 24%, -2%, 1%, -2%, -9%, -22%, nt
> Cc1cc(C)n(-c2ccc(Cl)c(C(=O)O)c2)n1
    nt, 7%, -3%, -13%, 26%, 0%, 1%, -6%, 30%
> COc1ccc(C(=O)OCC(=O)NC(C)CCc2ccccc2)cc1 (configuration not stated)
    -9%[2.33 µM], 1%, 122%[activator], 3%, ?, 2%, 2%, 0%, 18%
> CCc1ccc(NC(=O)N2CCN(Cc3nc4ccc(C)cc4o3)CC2)cc1
    -2%[59 µM], 7%, 23%, -2%, -8%, -1%, -4%, -20%, -11%
> Cc1cnccc1CNC(=O)CC1C(=O)NCCN1CC(C)(C)C (configuration not stated)
    ?, -8%, 21%, -2%, 35%, -25%, -5%, -3%, -10%
> Cc1ccc(C2C=C(c3ccc(Cl)cc3)Nc3nc(NC(=O)c4ccco4)nn32)cc1 (configuration not stated)
    32µM*, 4%, -19%, -14%, 34%, ?, 6%, 79µM*, 50µM*
> CSc1nc(N)nc2c1ncn2CC(=O)NCC1CCCO1 (configuration not stated)
    nt, 0%, 19%, nt, 51%[activator], -4%, -2%, -1%, nt
> COC(=O)Cn1nc(C)c2c(C)n(-c3ccccc3)nc2c1=O
    -5%[59 µM], -7%, ?, 1%, 3%, -6%, nt, -14%, -2%
> COC(=O)c1cc(S(=O)(=O)NCC2CCN(Cc3ccc(C)cc3)CC2)c[nH]1
    11%, -3%&-18%, -1%&-7%, 2%&2%, 36%&38%, -10%&1%, -2%&-4%, -11%&-12%, -8%&-22%
> Cc1cc(N)n(Cc2cccs2)n1
    1%[0.501 µM], 2%, 2%, -1%, 36%, 3%, -3%, -10%, 6%
> CCc1noc(C)c1C(=O)OCC(=O)c1ccccc1OC
    -8%, 0%, 4%, -4%, 72%[activator], -1%, 1%, 0%, 23%
> CCOC(=O)CSC1=C(C#N)C(c2ccc(Cl)cc2)CC(=O)N1 (configuration not stated)
    79µM*, 1%, -10%, -5%, 26%, 5%, i, -17%, 2%
> CCCCC(=O)Nc1nnc(SCC(=O)NC2CCCC2)s1
    13%, 0%, nt, -3%, 30%[activator], -2%, -1%, -7%, 3%[57.1 µM]
> CCn1c2ccccc2c2nnc(SC3CCOC3=O)nc21 (configuration not stated)
    nt, nt, 27%, nt, 83%[activator], 0%, nt, -6%, nt
> COC(=O)[C@H](Cc1ccccc1)NS(=O)(=O)c1ccc(F)cc1Br
    nt, 6%, 33%[activator], nt, 17%, -1%, 0%, -19%, nt
> CN(C)S(=O)(=O)N1CCC(Oc2cccc(C(=O)N3CCCCCC3)c2)CC1
    34%, 0%, 9%, -1%, 41%[activator], -4%, i, -3%, -4%
> Cc1cccn2c(=O)c3cc(C(=O)NCC4CCCO4)c(=N)n(CCN4CCOCC4)c3nc12 (configuration not stated)
    26%[12.7 µM], -3%, 25%, 36%[activator], 6%, -4%, 1%, -29%, 0%
> Cc1ccc(CC(=O)Nc2nc3ccccc3s2)cc1
    3%[59 µM], -13%, 2%, -1%, 44%[activator], -2%, -9%, 16%, -4%
> O=C(CSc1nc(=O)[nH]c2c1CCCC2)NCc1ccc(Cl)cc1
    4%[59 µM], -1%, 32%[activator], 1%, 21%, -4%, 0%, 1%, 4%
> CC(=O)c1c(C(C)=O)c(C)n(NC(=O)c2ccc(Cl)cc2)c1C
    2%, -26%, 7%, -3%, 24%, 1%, -7%, 5%, 4%
> CCSc1ncc(C#N)c(=O)[nH]1
    -6%[59 µM], -3%, -7%, 1%, 17%, -5%, -5%, -31%, 3%
> CCCC1(C)C(C#N)C(=O)NC(=O)C1C#N (configuration not stated)
    nt, 15%, -11%, nt, 22%[57 µM], -4%, -2%, 2%, nt

Screening results deposited in PubChem BioAssay by National Center for Advancing Translational Sciences (NCATS).
